S2 tox: Viability Counterscreen for Primary qHTS for Inhibitors of ATXN expression. Potency, µM (doses to about 56.7 µM), actives largely listed as cytotoxic. 400,000 compounds, 0.49% hits. S2 cells (HEK-293 line with an ATXN2-luciferase reporter) viability, CellTiter-Fluor protease fluorescence, 24 h; also: potency is read from the fitted curve at half-maximal effect; nearly all actives have a fitted effect of over 40% in size
KB-3-1 tox: qHTS assay for MDR1-selective chemotherapeutics: Primary screen using the parental adenocarcinoma cell KB-3-1 | KB-3-1 viability, CellTiter-Glo ATP luminescence, 72 h | Potency, µM (series often up to 46.1 µM), for inactives: at the highest dose activity change, negative = cytotoxic, usual class: cytotoxic | 400,000 compounds, 1.4% hits | AID 1347075, 2019; also: potency is read from the fitted curve at half-maximal effect; % is scaled to controls: 0 for no effect and ±100 for the full control effect; nearly all actives have a fitted effect of over 60% in size
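KB-3-1 cells, DMEM (no phenol red) + 10% FBS; compound by pin transfer, 72 h, 37 °C. Readout: CellTiter-Glo luminescence after 10 min. Data normalized, curve-fitted.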
IL-1B inflam inh: qHTS for Inhibitors of Inflammasome Signaling: IL-1-beta AlphaLISA Primary Screen | THP-1 LPS/ATP IL-1B secretion, AlphaLISA, 16 h; active compounds read low | 360,000 compounds, 4.7% hits | activity change, % at 57.5 µM; in the data active = activity change below about -50%; inconclusive = mostly about -30% to -49%; also: % is scaled to controls: 0 for no effect and ±100 for the full control effect
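Secreted IL-1B measured by AlphaLISA bead assay after 16 h compound exposure of THP-1 cells; compounds (final up to 57.5 uM) added 1 h before LPS (250 ng/mL) and ATP (1.25 mM) stimulation; lower signal means less secretion.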
HepG2 viability: qHTS for Inhibitors of TGF-b: Cytotox Counterscreen; Potency, µM (series often up to 46.1 µM), inactives show at the top dose activity change, negative = cytotoxicity, actives largely listed as cytotoxic; HepG2 CAGA-GFP viability, ATP luminescence, 18 h; 410,000 compounds, 0.76% hits; also: potency is read from the fitted curve at half-maximal effect; some results filed as inactive show a strong effect at the top dose
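HepG2 CAGA-GFP cells (1000/well, DMEM with 1% FBS) received compound, then TGF-beta at 500 pg/mL final, and were incubated 18 hours at 37 degrees C. Viability was read by CellTiter-Glo luminescence. Media-only wells were set as complete cell-killing and DMSO as no toxicity.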
ATXN2 expr inh: Primary qHTS for Inhibitors of ATXN expression; HEK-293 ATXN2-luciferase reporter, luminescence, 24 h; Potency, µM (titrated, usually from 57 µM), without a hit: top-dose activity change, negative = inhibition, hits mostly inhibitors; 360,000 compounds, 0.72% hits; AID 1745845, 2022; also: potency is read from the fitted curve at half-maximal effect; % is scaled to controls: 0 for no effect and ±100 for the full control effect; nearly all actives have a fitted effect of over 55% in size
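qHTS (up to 57 uM final) was run with 24 h compound exposure of reporter cells at 37 °C. Each well was multiplexed: SteadyGlo luminescence measured ATXN2-luciferase expression after a fluorogenic Gly-Phe-AFC viability readout (25 uM final).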
MCF10A rereplic: A quantitative high throughput screen for small molecules that induce DNA re-replication in MCF 10a normal breast cells. Potency, µM (series often up to 46.1 µM), for inactives: at the top dose activity, positive = re-replication, hits mostly activators. 350,000 compounds, 2.9% hits. AID 624296, 2012. MCF 10A DNA re-replication, Hoechst nuclear intensity, 48 h; also: potency is read from the fitted curve at half-maximal effect; % of control where 0% means no effect; nearly all actives have a fitted effect of over 50% in size
HT1080 IDH1KD tx: qHTS for induction of synthetic lethality in tumor cells producing 2HG: qHTS for the HT-1080-IDH1KD cell line; HT-1080 IDH1 knockdown viability, ATP luminescence, 48 h; Potency, µM (top dose mostly 46.1 µM), for inactives: top-dose activity, negative = toxicity, usual class: cytotoxic; 360,000 compounds, 2% hits;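 also: potency is read from the fitted curve at half-maximal effect; 0% = DMSO wells and -100% = cell-free medium wells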
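CellTiter-Glo luminescence after 48 h compound exposure at 37 degrees C of IDH1-knockdown HT-1080 cells in 5% FBS RPMI. %Activity scaled between DMSO wells and cell-free media wells, with curves fitted and assigned curve classes.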
HT1080NT lethal: qHTS for induction of synthetic lethality in tumor cells producing 2HG: qHTS for the HT-1080-NT fibrosarcoma cell line. HT-1080-NT fibrosarcoma viability, CellTiter-Glo ATP luminescence, 48 h. Potency, µM (series often up to 46.1 µM), for the others: at the top dose activity, negative = less viability, usual class: cytotoxic. 360,000 compounds, 1.6% hits;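 also: NT is the 2HG producing partner of a matched IDH1 knockdown line; potency is read from the fitted curve at half-maximal effect; 0% = DMSO-treated cells and -100% = media-only wells without cells; nearly all actives have a fitted effect of over 55% in size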
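HT-1080-NT; 750 cells/well; 5% FBS RPMI; 48 h compound, 37 degrees C; CellTiter-Glo luminescence; curve fitting and curve-class assignment.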
SW480 rereplic: A quantitative high throughput screen for small molecules that induce DNA re-replication in SW480 colon adenocarcinoma cells. SW480 DNA re-replication, Hoechst DNA content imaging, 48 h. 340,000 compounds, 1.8% hits. AID 624297, 2012. Potency, µM (titrated, usually from 46.1 µM), for inactives: top-dose re-replication activation, hits mostly activators; also: potency is read from the fitted curve at half-maximal effect; % of control where 0% means no effect; nearly all actives have a fitted effect of over 55% in size
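First, 250 cells per well were seeded. Next, compound or vehicle (23 nL) was pinned in, plates sat 48 hr at 37 C. Finally Hoechst was added for 40 min before fluorescence scanning.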
The depositor's hits bear a star; i = inactive; ? = inconclusive; . = no result given; & = joins results of further samples; [ ] = remark or other dose. Unless noted, calls follow the shape of the dose curve; as a rule, active = well fitted curve in the direction sought with a large enough effect; inconclusive = small, poorly fitted or top-dose-only effect, or another doubt; inactive = no such curve, though single readings can be large; an effect the other way counts as inactive or inconclusive.

SMILES	S2 tox	KB-3-1 tox	IL-1B inflam inh	HepG2 viability	ATXN2 expr inh	MCF10A rereplic	HT1080 IDH1KD tx	HT1080NT lethal	SW480 rereplic
Cc1ccc(NC(=O)CN2C(=O)CCc3cc(S(=O)(=O)N4CCCCC4)ccc32)cc1C	i	-17%	.	-8%	-30%	.	.	.	.
O=C(CN1C(=O)c2ccccc2C1=O)NCC(=O)OCC(=O)c1ccc(Cl)cc1	i	10%	18	1%	13%	-8%	18%	24%	-6%
CCOC(=O)N1CCN(C(=O)CCc2ccc(S(=O)(=O)NCCc3ccccc3)cc2)CC1	i	0%	10	-7%	-6%	1%	-18%	-8%	-8%
O=C(COC(=O)CCS(=O)(=O)c1ccccc1)Nc1ccc(N2CCCCC2)cc1	i	0%	-7	-22%	.	5%	-1%	-1%	-3%
COc1ccccc1N1C(=NC(=O)C(C)Oc2ccccc2)SC2CS(=O)(=O)CC21 (configuration not stated)	i	17%	-16	0%	9%	1%	-3%	6%	-13%
Cc1cccc(N2CCN(C3CCCCC3NS(=O)(=O)c3ccccc3)CC2C)c1 (configuration not stated)	i	-8%	18	-14%	.	1%	?	?	-10%
O=C(Cc1cccc2ccccc12)NNC(=O)c1cccs1	i	-1%	-7	-5%	16%	14%	8%	4%	0%
Nc1nc(-c2ccc(Cl)cc2)cn1N	i	5%	12	3%	13%	-6%	23%	17%	-2%
CCCc1c(C(=O)Nc2ccc(C(F)(F)F)cc2)cnn1-c1ccccc1	i	-4%	24	-72%	-30%	26%	-22%	-16%	4%
CCNC(=O)C/C(C)=N/NC(=O)C(=O)Nc1ccc(CC)cc1	i	10%	0	-7%	3%	0%	-3%	-1%	-17%
Cc1ccc(S(=O)(=O)Oc2ccccc2[N+](=O)[O-])cc1	i	-10%	-12	2%	6%	4%	-5%	-4%	28%
Clc1ccccc1CN1CCC(Cc2ccccc2)CC1	i	3%	i	-41%	8%	?	-4%	-11%	1%
NC(Cc1c[nH]c2ccccc12)C(=O)Nc1ccccc1 (configuration not stated)	i	0%	4	6%	22%	37%	0%	6%	1%
CCS(=O)(=O)C1=NSC2=NC(=O)/C(=C\c3ccc(OC(=O)c4ccco4)c(OC)c3)C(=N)N21	i	-34%	-9	-5%	6%	-4%	1%	-2%	-2%
O=C(O/N=C1\CCCc2ccccc21)C1CC1	i	-3%	-1	-2%	-5%	-1%	11%	20%	-5%
N#C/C(=C\c1ccc(-c2cc(Cl)ccc2Cl)o1)C(=O)Nc1ccccc1C(=O)O	i	5%	.	1%	5%	.	.	.	.
CCC(C)N(C(=O)CSc1nnnn1-c1ccccc1OC)C1CCS(=O)(=O)C1 (configuration not stated)	i	0%	-15	5%	1%	1%	2%	-3%[9.24 µM]	-33%[inhibitor]
Cc1cc(=O)oc(C)c1C(=O)N1CCN(C(c2ccccc2)c2ccccc2)CC1	i	-4%	-2	-3%	-11%	-3%	0%	-2%	3%
Cc1nn(C)c(C)c1NC(=O)c1ccc(Cl)cc1	i	0%	35	-7%	-1%	-46%[inhibitor]	8%	5%	-10%
CC1CN(c2nc(-c3ccccc3)nc3ccccc23)CC(C)O1 (configuration not stated)	i	-8%	7	-14%	-6%	?	-3%	3%	.
O=C(NCc1cccnc1)c1ccc(Cl)c(S(=O)(=O)N2CCOCC2)c1	i	21%	0	-4%	1%	-1%	20%	8%	-5%
N#Cc1cc2cc3c(cc2nc1N1CCOCC1)OCO3	i	-9%	29	0%	11%	-5%	-26%	-5%	-3%[9.22 µM]
COP(=O)(OC)C(=NNS(=O)(=O)c1ccc(C)cc1)c1ccccc1	i	-2%	-18	-18%	.	.	-5%	-1%	.
COc1ccc(OC)c(C2=NOC(C(=O)NCCN3CCOCC3)C2)c1 (configuration not stated)	i	-4%	0	-7%	2%	-1%	-1%	0%[9.24 µM]	-2%
Cc1cc(C)c(Nc2nc3ccccc3n3c(C)nnc23)c(C)c1	i	2%	.	-4%	-25%	.	.	.	.

As entered above:
`Cc1nn(C)c(C)c1NC(=O)c1ccc(Cl)cc1` @ SW480 rereplic: -10%
`Nc1nc(-c2ccc(Cl)cc2)cn1N` @ MCF10A rereplic: -6%

Other compounds:
SMILES	S2 tox	KB-3-1 tox	IL-1B inflam inh	HepG2 viability	ATXN2 expr inh	MCF10A rereplic	HT1080 IDH1KD tx	HT1080NT lethal	SW480 rereplic
CN(c1ccccc1)S(=O)(=O)c1ccc(Cl)c(C(=O)OCC(=O)c2c(N)n(C)c(=O)n(C)c2=O)c1	i	3%	16	-15%	-35%	?	-13%	-16%	2%
CCC(=O)Nc1cccc(C2=NN(c3ccccc3)C(c3ccc(OC)cc3)C2)c1 (configuration not stated)	.	-10%	-10	-7%	.	?	-6%	-20%	18µM*
CCC(C)(C)C1CCC2(CC1)NC(=S)N(c1ccccc1)N2 (configuration not stated)	i	?	5	-10%	.	?	18µM*	?	-2%
O=C(COC(=O)CC1CC2CCC1C2)Nc1ccc(F)cc1Cl (configuration not stated)	?	0%	-6	-15%	.	4%	-1%	9%	-21%
COc1ccc2c(c1)[C@]1(C[C@H](O)CO1)C(=O)N2C	.	16%	43	.	.	.	12%	17%	.
CC(NC(=O)Cn1cccc1C(=O)c1ccccc1)c1ccc2c(c1)OCCO2 (configuration not stated)	i	0%	-9	5%	.	-14%	-1%	4%	-76%[inhibitor]
CCOc1ccc2[nH]c(=O)c(CN(CC3COCCO3)C(=O)C3CC3)cc2c1 (configuration not stated)	i	-4%	-5	-20%	14%	4%	16%	3%	-4%
COc1ccc(C(=O)NNC(=O)c2ccc3ccccc3n2)cc1	.	?	-98*	-12%	20µM*	?	?	-15%	?
O=C(CSc1nnc(-c2ccc(O)cc2)o1)N1CCOCC1	i	5%	-10	-17%	21%	-9%	-5%	-6%	-4%[9.22 µM]
CC(C)N(C(=O)c1ccc(Cc2cn(C)c3ccccc23)nc1)C(C)C	i	0%	10	-21%	-6%	.	-8%	-5%	.
O=C(NCc1cccnc1)[C@@H]1CC=C[C@@H]2CCN(Cc3ccccc3)C(=O)[C@@H]21	i	0%&11%	21	-2%&-36%	10%	11%	8%	16%	-5%
O=C(O)c1cccc2c1-c1ccc([N+](=O)[O-])cc1C2=O	i	-7%	18	-3%	7%	16%	24%	20%	-3%
COCCN1C(=O)c2ccccc2C(C(=O)NCCCN2CCCC2)C1c1c[nH]c2ccccc12 (configuration not stated)	i	-6%	3	1%	1%	-1%	12%	11%	1%
COc1ccc(-c2[nH]ncc2CN(C)Cc2nonc2C)c(OC)c1	i	-1%	23	-33%	.	7%	0%	-1%	?
COc1ccc(-c2ccc(S(=O)(=O)N3CCOCC3)cc2)cc1	i	2%	33	3%	-14%	-3%	?	7%[9.24 µM]	-6%
c1ccc(CNc2ncnc3c2cnn3-c2ccccc2)cc1	i	5.2µM*	41	3%	1%	9.2µM*	?	?	13µM*
O=C(Nc1ccccc1)N1CCCc2ccccc21	?	4%	-1	-1%	6%	-5%	7%	1%	-7%
COc1ccc(OC)c(C2C(C#N)=C(N)Oc3c2c(C)nn3-c2ccc(C)cc2)c1 (configuration not stated)	i	-4%	-1	-1%	5%	-5%	-1%	-9%	-4%
CCOC(=O)c1cc(-c2sc(NC(=O)c3ccccc3)nc2C)n(-c2ccc(Br)cc2)n1	i	-19%	-4	-4%	11%	.	-4%	-3%	.
Cc1cc(C)cc(NC(=O)COC(=O)C2CC3C=CC2C3)c1 (configuration not stated)	i	0%	7	9%	.	.	4%	1%	.
O=c1c2c(-c3ccc([N+](=O)[O-])cc3)ccnc2[nH]n1-c1ccccc1	i	26%	-9	15%	23%	-10%	0%	-1%	-3%
CCOC(=O)c1cc2n(n1)C(C(F)(F)C(F)(F)F)CC(C)N2 (configuration not stated)	i	6%	-13	8%	-12%	0%	-3%	0%	8%
COc1ccc(CNC(=O)CN2CCN(c3ccccc3)CC2)cc1	i	0%	-28	-4%	-10%	-2%	0%	2%	-4%
CN(C)/C=C(/C(=O)c1ccccc1Cl)S(=O)(=O)c1ccccc1	?	15%	7	16%	-1%	4%	0%	12%	-11%
COc1cccc(C(=O)Nc2ccc3[nH]c(=O)[nH]c3c2)c1OC	.	1.2µM*	10	7%	12%	3%	6%	0%	0%
CN(C(=O)CSc1nnnn1-c1ccc(O)cc1)C1CCS(=O)(=O)C1 (configuration not stated)	i	-3%	-6	-10%	-12%	-15%	3%	4%	-6%
N#CC(=Nc1cccc(F)c1)C1=C(O)c2ccccc2C1=O	i	16%	9	7%	10%	.	3%	5%	.
CCCCN1C[C@H](O)[C@@H](O)[C@H](O)[C@H]1CO	i	0%	21	-15%	3%&2%	-1%	-1%	-5%	0%
CCC(C)NC(=O)C1c2ccccc2C(=O)N1Cc1ccccc1 (configuration not stated)	i	8%	29	0%	-10%	-2%	0%	4%	1%

An excerpt from above, showing only SW480 rereplic:
molecule,SW480 rereplic
CCOC(=O)c1cc2n(n1)C(C(F)(F)C(F)(F)F)CC(C)N2 (configuration not stated),8%
COc1ccc(-c2[nH]ncc2CN(C)Cc2nonc2C)c(OC)c1,?
CCC(C)(C)C1CCC2(CC1)NC(=S)N(c1ccccc1)N2 (configuration not stated),-2%
CN(C)/C=C(/C(=O)c1ccccc1Cl)S(=O)(=O)c1ccccc1,-11%

Screening data (PubChem)
